# dFosB act: activators of delta FosB homodimer, primary screen, biochemical, fluorescence polarization, TAMRA-CDK5 oligo, single point; Protein FosB (Mus musculus), P13346; purified delta FosB; percent of positive-control signal above neutral wells; activation, % at 25 µM; hit rate 0.99% among 340,000; AID 493131, 2011;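 active means mean activation above about 17%, with every replicate also reaching it, limit read from the data, passing the limit was not always enough; inconclusive means only one of the two conditions met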;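 further: fluorescence polarization rise as delta FosB binds a TAMRA Cdk5 AP-1 oligo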
# CDK5 inh: inhibitors of human CDK5/p35 kinase, primary screen, biochemical, single concentration | Recombinant CDK5/p35, ADP-Glo luminescence, 60 min | Cyclin-dependent kinase 5 (Homo sapiens) + Cyclin-dependent kinase 5 activator 1 (Homo … | inhibition, % at 10 µM | AID 488839, 2010 | hit rate 0.01% among 330,000;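 active means highest replicate inhibition of at least 50% and at least 75% of replicates reaching 50%; inconclusive means only one of the two criteria met; inactive means both criteria failed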;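 further: plate controls were DMSO neutral control for no effect and GW8510 at 10 µM for full effect; many of its hits are not listed in these tables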
# SR-BI HDL uptake: inhibitors of SR-BI mediated HDL lipid uptake, primary screen, ldlA[mSR-BI] cells, fluorescence, single point; Scavenger receptor class B member 1 (Mus musculus), Q61009; ldlA[mSR-BI] CHO cells, DiI-HDL uptake fluorescence, 3 h; inhibition, % at 12.5 µM; hit rate 0.96% among 320,000; AID 488896, 2010;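 active means mean replicate inhibition of at least 70% and a set share of replicates each scoring 70 or more; inconclusive means meets just one of the two criteria; inactive means fails both criteria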;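 further: 0% = median of neutral control wells and 100% = median of positive control wells; values of inactives mirror those of a sister screen read the other way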
# Target sequence (Q61009 whole entry, looked up): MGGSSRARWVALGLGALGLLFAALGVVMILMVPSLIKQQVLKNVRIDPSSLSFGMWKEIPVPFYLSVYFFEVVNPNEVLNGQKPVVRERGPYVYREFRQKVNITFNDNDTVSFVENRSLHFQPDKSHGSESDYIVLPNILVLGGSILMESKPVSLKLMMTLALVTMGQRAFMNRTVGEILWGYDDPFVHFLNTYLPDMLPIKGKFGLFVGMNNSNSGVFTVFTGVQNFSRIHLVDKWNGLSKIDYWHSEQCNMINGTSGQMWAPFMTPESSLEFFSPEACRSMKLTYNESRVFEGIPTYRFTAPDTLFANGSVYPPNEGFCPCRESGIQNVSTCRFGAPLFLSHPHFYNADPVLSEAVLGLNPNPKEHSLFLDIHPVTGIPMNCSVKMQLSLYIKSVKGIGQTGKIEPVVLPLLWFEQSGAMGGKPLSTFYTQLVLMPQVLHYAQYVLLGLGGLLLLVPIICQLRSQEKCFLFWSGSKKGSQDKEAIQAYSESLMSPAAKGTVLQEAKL
# PvdQ acylase: P. aeruginosa PvdQ acylase inhibitors, primary screen, biochemical, fluorescence, plate reader and imaging, single point | PvdQ acylase [Pseudomonas aeruginosa LESB58] | purified PvdQ acylase | inhibition, % at 10 µM | hit rate 0.063% among 340,000 | AID 488965, 2010; in the data active means inhibition above about 30%, passing the limit was not always enough; inconclusive means no clear call, values can overlap the other calls;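 further: 0% = vehicle neutral wells and 100% = reference inhibitor wells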
# cardiac RTF act: cardiac RTF calcium sensitivity activators, primary screen, biochemical, IANBD-TnC fluorescence, EC20 calcium; Troponin I, cardiac muscle (Homo sapiens) + Troponin T, cardiac muscle (Homo sapiens) + …; IANBD-labeled TnC RTF fluorescence at EC20 calcium; 0% EC20 calcium, 100% full calcium; activation, % at 7.2 µM; hit rate 0.24% among 340,000; AID 493008, 2010;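 active means activation above the mean over all tested compounds plus 3 SD, cut at about 30% in these data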;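 further: rise in fluorescence read as greater calcium sensitivity of cardiac thin filaments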
# MITF act: activators of MITF-driven TRPM1 promoter reporter, primary screen, cell-based, SK-MEL-5, luciferase, single point; AID 588334, 2011; SK-MEL-5 TRPM1-promoter luciferase, 24 h; % of positive control, neutral wells = 0; hit rate 0.75% among 300,000; activation, % at 12.5 µM;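 active means mean activation of at least 80% with every replicate also reaching 80%; inconclusive means mean reaches 80% but some replicate falls short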;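 further: 0% = neutral control wells and 100% = parthenolide positive control wells; values of inactives mirror those of a sister screen read the other way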
# HTR5A ag ctr: HTR5A agonists in luminescence cell assay, primary screen, counter-screen for OPRM1-OPRD1 heterodimer agonist project, full-deck HTS; cell-based; activation, % at 9.3 µM; 5-hydroxytryptamine receptor 5A (Homo sapiens), P47898; hit rate 0.61% among 340,000; in the data active means activation mostly above about 9.5%, no sharp cut-off; inactive means mostly below about 7.6%;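 further: 0% = cells with vehicle only and 100% = reference agonist; strong numbers were not always called active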
# Target sequence (P47898 whole entry, looked up): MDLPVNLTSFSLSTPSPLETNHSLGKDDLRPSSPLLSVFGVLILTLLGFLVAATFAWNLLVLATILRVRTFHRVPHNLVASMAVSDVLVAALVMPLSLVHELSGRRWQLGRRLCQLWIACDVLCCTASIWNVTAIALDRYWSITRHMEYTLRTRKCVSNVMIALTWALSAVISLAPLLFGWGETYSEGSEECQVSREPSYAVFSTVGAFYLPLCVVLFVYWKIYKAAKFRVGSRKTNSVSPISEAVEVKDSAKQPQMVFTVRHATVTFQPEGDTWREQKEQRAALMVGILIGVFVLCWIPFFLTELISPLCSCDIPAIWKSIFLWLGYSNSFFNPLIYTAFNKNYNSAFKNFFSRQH
# SR-BI DiI-HDL act: activators of SR-BI mediated DiI-HDL uptake, primary screen, ldlA[mSR-BI] CHO cells, DiI fluorescence. activation, % at 12.5 µM. AID 504775, 2011. 3 h; 100 = double the neutral-control signal. hit rate 0.096% among 320,000;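 active means mean replicate activation of at least 60% and every replicate at or above 60%; inconclusive means mean or all-replicate condition met, but not both; inactive means mean below 60% and not all replicates reaching 60%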;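 further: 0% = median plate neutral-control signal and 100% = twice that signal; values of inactives mirror those of a sister screen read the other way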
#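 Material: SR-BI-overexpressing, LDLR-lacking CHO cells; schedule: compound exposure 3 h, 37 °C; reagent: DiI-labelled HDL at 10 µg/mL final; technique: bottom-read fluorescence, 550/595 nm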
# Rtt109 HAT inh: inhibitors of C. albicans Rtt109/Vps75 HAT, primary screen, biochemical, ThioGlo CoA-SH fluorescence, plate reader; Histone acetyltransferase RTT109 (Candida albicans (strain SC5314 / ATCC MYA-2876)), …; purified Rtt109/Vps75, 4 h; inhibition, % at 34.9 µM; hit rate 0.16% among 330,000;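 active means inhibition of at least 50% in every replicate; inconclusive means best replicate reaches 50% inhibition but some replicates fall short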
# Wnt act: Wnt/beta-catenin pathway activators, primary screen, cell-based, plate reader, single point. hit rate 1.2% among 300,000. activation, % at 9.35 µM. Wnt/beta-catenin reporter cell assay, activator; in the data active means activation above about 30%, passing the limit was not always enough; inconclusive means no clear call, values can overlap the other calls;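 further: 0% = neutral control wells and 100% = positive control wells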
# * hit, by the source's call; ? = inconclusive; nt = no result given.
Structure,PvdQ acylase,SR-BI DiI-HDL act,CDK5 inh,cardiac RTF act,Rtt109 HAT inh,Wnt act,SR-BI HDL uptake,MITF act,dFosB act,HTR5A ag ctr
CC(=O)N1N=C(c2ccco2)CC1c1cccs1 (stereo not drawn),-9,3,1.9,2,nt,nt,-3,-9,-4,-2
CN1CCN(C(=O)c2cnn3c(C(F)(F)F)cc(-c4cccs4)nc23)CC1,-4,54,-0.5,7,-35,nt,-54,-12,2,1
Nc1nnc(Cc2ccc(Cl)cc2)s1,-9,15,0.4,-4,1,nt,-15,1,-4,2
Cc1cc(NC(=O)CSc2nnnn2-c2ccc(F)cc2)no1,4,nt,-0.9,-3,5,-2,nt,6,2,1
COc1ccccc1CC(=O)OCC(=O)N1CCN(c2ccc(F)cc2)CC1,-9,-32,1.6,0,6,-4,32,3,0,1
CCOc1ccccc1C=NNc1ccc([N+](=O)[O-])cn1,-15,-13,-3.2,-6,3,-2,13,-7,0,0
Cc1c(N(C(=O)CNC(=O)c2ccccc2)C2(C(=O)NC3CCCC3)CCCCC2)c(=O)n(-c2ccccc2)n1C,-10,7,-4.0,3,-7,-1,-7,-1,-11,5
O=C(Nc1ccc(Cl)cc1)Nc1cccc(C(=O)O)c1,-19,2,0.8,nt,-1,-1,-2,-80,-1,nt
CCOC(=O)N1CCN(C(=O)/C(=C/c2cccs2)NC(=O)c2ccc(OC)c(OC)c2)CC1,13,nt,0.4,1,-4,-5,nt,-3,-7,2
Cc1ccnc(NS(=O)(=O)c2ccc(NC(=O)c3cc(-c4ccccc4)nc4ccccc34)cc2)n1,3,-2,0.0,-4,5,-2,2,-1,8,-5
CNC(=O)C1=NCCCc2cc(OC)c(OC)cc21,-7,20,-3.2,0,7,-1,-20,-12,1,-4
COc1ccc(C(=O)Nc2nnc(Cc3ccccc3)s2)c(OC)c1,-9,15,-0.3,-4,6,4,-15,nt,-14,4
CCC(CC)NC(=O)COC(=O)c1ccc(NS(=O)(=O)c2ccc3c(c2)OCCO3)cc1,-26,20,-2.2,2,-13,1,-20,16,-4,-2
O=C(NCCS(=O)(=O)N1CCC2(CC1)OCCO2)c1ccc(F)cc1,0,29,0.9,-3,-2,-5,-29,0,-7,2
O=C(C1CCC(=O)N(C2CC2)C1)N1CCN(c2ccc(Cl)cc2)CC1 (stereo not drawn),-4,nt,-0.7,-2,-3,3,-4,-2,-2,1
O=C(CC1C(=O)NC2CCCCC2N1C(=O)c1ccc(F)cc1)Nc1ccccc1 (stereo not drawn),-1,-7,-1.3,8,-2,nt,7,7,3,5
CCOc1cccc(OCCCCn2ccnc2)c1,-5,5,-3.1,14,6,nt,-5,-3,-11,5
Cc1ccc(C)c2[nH]c(=O)c(CN(CCN3CCCC3)C(=O)Nc3ccc(F)cc3)cc12,-15,-9,0.9,3,0,nt,9,5,10,-3
COC(=O)c1ccc(NC(=O)Cn2cnc3c(nnn3-c3cccc(OC)c3)c2=O)cc1,11,3,-0.1,8,3,-4,-3,nt,37*,7
COc1ccc(C2NC(=O)c3ccccc3O2)cc1 (stereo not drawn),-5,22,-0.7,11,14,-1,-22,17,-8,1
Cc1cc(C2CCCCC2)n(O)c(=O)c1,-3,-11,-0.8,-3,0,-23,11,-77,1,5
Nc1ccc2oc(=O)c(-c3ccccc3)cc2c1,-10,-4,-0.9,1,-14,9,4,60,-1,0
CCOC(=O)CC(NC(=O)c1ccco1)c1ccc(OC)cc1 (stereo not drawn),-5,2,-7.2,4,0,-4,-2,2,-10,6
CCOc1ccc2oc(C(=O)Nc3ccc(N4CCOCC4)cc3)c(C)c2c1,-7,-55,0.6,-1,-4,-5,55,6,-14,14*
O=C(CCCNC(=O)c1ccc(Cl)cc1)Nc1ccc(F)c(S(=O)(=O)N2CCOCC2)c1,-11,0,-3.7,2,3,0,0,-8,-6,0
O=C(N/N=C/C1C(c2ccccc2)C1(Cl)Cl)c1cccc(Cl)c1 (stereo not drawn),-28,6,-6.7,4,4,-2,-6,-2,-9,-6
O=C(NCc1ccccc1F)C1CCN(S(=O)(=O)c2ccccc2)CC1,-11,nt,0.0,-2,-5,3,nt,2,-7,4
O=C(c1cc2ccccc2oc1=O)N(Cc1ccccc1)C1CCS(=O)(=O)C1 (stereo not drawn),10,35,0.1,-6,8,26,-35,nt,1,2
CC(=O)N1CCCc2cc(S(=O)(=O)NC(C(=O)NC(C)c3ccccc3)C(C)C)ccc21 (stereo not drawn),1,-31,-1.3,1,-2,nt,31,nt,-1,1
Cc1ccc(C)c(C(=O)COC(=O)c2ccc(C)c(S(=O)(=O)N3CCOCC3)c2)c1,-5,-46,0.5,-2,6,-2,46,2,-11,3
Cn1c(CS(=O)Cc2c(Cl)cccc2Cl)nnc1SCc1ccc(Cl)cc1 (stereo not drawn),-4,2,0.4,0,-2,-8,-2,-1,-2,2
Nc1cc(=O)[nH]c(SCC(=O)N2CCc3ccccc3C2)n1,-16,14,0.1,-1,-5,-4,-14,-7,12,-1
CCOCCOC(=O)CCSc1n[nH]c(=O)[nH]c1=O,-12,56,1.2,4,7,0,-56,-11,1,9
C=CCC(NC(=O)c1ccc(C#N)cc1)C(=O)NCCC (stereo not drawn),9,6,-0.9,1,-8,11,-6,-4,-1,-1
Cc1cccc(NC(=O)Nc2cccc(F)c2)n1,-8,-10,2.1,6,-11,nt,10,20,-1,-2
CN1c2ccccc2-c2nc3ccccc3n2C1c1cccs1 (stereo not drawn),-40,-19,-0.6,3,9,8,19,4,-8,-1
COC/C=C/C1=CC2=CC(=O)C(C)(OC(=O)C3CCCC3)C(=O)C2=CO1 (stereo not drawn),-6,-16,2.3,-7,-2,0,16,-8,-8,-11
O=C(c1ccc(Br)cc1)N(c1ccccn1)C1CCCCC1,1,nt,-1.8,-3,-8,1,nt,5,2,4
O=C(CCn1[nH]c(=O)c2ccccc2c1=O)OC1CCCCC1,-5,-2,-8.4,14,3,-1,2,-2,-10,2
CCOC(=O)c1c(C)[nH]c(C)c1C(=O)COC(=O)c1cc(OC)c(OC)cc1OC,-11,-11,-0.4,9,-2,-12,11,-9,-13,-3
C=CCNC(=O)c1ccncc1,7,11,0.0,2,23,0,-11,-11,-2,2
CN(Cc1ccccc1)C(=O)COc1ccc(Br)cc1Cl,-11,nt,-1.2,0,11,5,nt,13,-9,-5
COc1ccc(CCNC(=O)COC(=O)c2cccs2)cc1OC,-8,13,2.9,-5,4,2,-13,9,-2,3
COc1ccc2c(c1)[nH]c1c(=O)n(N)cnc12,-11,1,1.0,0,-3,2,-1,-3,-7,0
Nc1ccc(C(=O)OCc2csc(-c3ccccc3)n2)cc1[N+](=O)[O-],-6,14,-2.5,-7,nt,-1,-14,15,-2,1
C=CCN(CC=C)S(=O)(=O)c1ccc(C(=O)Nc2sc3c(c2C(N)=O)CCCCC3)cc1,4,-22,-0.3,1,3,-4,22,-38,-4,2
CN(Cc1ccc2c(c1)OCCO2)C(=O)CSc1ncnc2sccc12,7,-5,0.9,-5,8,-5,5,7,-7,4
C/C(=N\Nc1nc(C(C)(C)C)cs1)c1ccc(O)cc1,18,-5,0.5,-4,-3,1,5,48,-6,-1
O=C(Cc1ccc([N+](=O)[O-])cc1)NC(C(=O)O)C(O)c1cccc([N+](=O)[O-])c1 (stereo not drawn),-3,18,0.4,3,15,0,-18,nt,6,-5
CCN(CC)C(=S)SCC(=O)c1ccc(F)cc1,9,-11,1.2,-7,nt,?,11,76,1,1
CCCOc1cc(N(CC)CC)ccc1/C=C(/C#N)c1nc2ccc(C)cc2[nH]1,0,-89,-0.2,61*,8,-1,89*,-6,-22,-4
O=C(c1cnn(C(=O)c2ccco2)c1)c1ccccc1O,-19,15,4.2,-4,-4,2,-15,10,-9,-7
COc1ccc(CCNC(=S)N2CCC(C(=O)c3ccc(F)cc3)CC2)cc1OC,0,-80,-1.4,-1,12,-2,80*,-18,-10,-5
COc1ccc(NC(=O)C2C(c3ccccc3)C2(Cl)Cl)cc1 (stereo not drawn),-18,2,1.3,-1,0,3,-2,nt,-4,-3
N=c1n(CCO)c2ccccc2n1CCN1CCCCC1,-6,15,-1.2,-3,1,0,-15,11,-2,nt
Cc1cc(C(=O)N2CCc3ccccc3C2)no1,-5,5,-0.3,-4,-1,1,-5,14,-3,1
CC1CC1C(=O)OCC(=O)NCc1ccc(Cl)cc1 (stereo not drawn),-11,-5,-0.2,3,-4,6,5,6,0,3
CC(NC(=O)C1CCCN(S(=O)(=O)c2cccc3nonc23)C1)c1ccccc1 (stereo not drawn),6,-17,-0.6,1,15,nt,17,-20,0,-2
COc1cc(O)c2c(=O)c3c(O[C@H]4O[C@@H](CO)[C@H](O)[C@@H](O)[C@@H]4O)ccc(O)c3oc2c1,-12,14,2.3,-3,2,4,-14,-4,12,5
CCOC(=O)CCC(=O)Nc1ccccc1C(N)=O,-11,21,1.1,4,15,-1,-21,11,-5,-5

# Next section.
Structure,PvdQ acylase,SR-BI DiI-HDL act,CDK5 inh,cardiac RTF act,Rtt109 HAT inh,Wnt act,SR-BI HDL uptake,MITF act,dFosB act,HTR5A ag ctr
Cc1c(C(=O)NCc2ccc3c(c2)cc(C)n3C)cccc1[N+](=O)[O-],-8,-17,-3.0,18,-1,-7,17,nt,-7,-2
CCCCn1c(N)c(N(CCC(C)C)C(=O)C2CSC3(C)CCC(=O)N23)c(=O)[nH]c1=O (stereo not drawn),9,30,0.3,-1,-13,-3,-30,-9,1,3
COc1cc2[nH]c(=S)nc(NCc3cccs3)c2cc1OC,-5,-36,-0.2,-2,1,5,36,-2,0,-7
O=C(Nc1ccccc1)c1cnc2ccccc2n1,-9,1,0.0,-3,12,?,-1,39,-4,7
CCCn1c(-c2ccc(OC)cc2)nc2c(=O)n(C)c(=O)[nH]c21,-27,39,-1.6,3,-5,-4,-39,3,12,-4
